Screening data (PubChem)
S2 tox: Viability Counterscreen for Primary qHTS for Inhibitors of ATXN expression; actives 0.49% (n = 400,000); AID 651635, 2014; Potency, µM (highest dose often 56.7 µM), usual class: cytotoxic; S2 cells (HEK-293 line with an ATXN2-luciferase reporter) viability, CellTiter-Fluor protease fluorescence, 24 h; further: potency means the concentration at half of the fitted maximal effect; nearly all actives have a fitted effect of over 40% in size
ATXN2 expr inh: Primary qHTS for Inhibitors of ATXN expression; Potency, µM (highest dose often 57 µM), for the others: top-dose activity change, negative = inhibition, usual class: inhibitors; actives 0.72% (n = 360,000); HEK-293 ATXN2-luciferase reporter, luminescence, 24 h; further: potency means the concentration at half of the fitted maximal effect; on the % scale 0 is the no-effect control and ±100 the full control effect; nearly all actives have a fitted effect of over 55% in size
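qHTS (up to 57 uM final) was run with 24 h compound exposure of reporter cells at 37 °C. Each well was multiplexed: SteadyGlo luminescence measured ATXN2-luciferase expression after a fluorogenic Gly-Phe-AFC viability readout (25 uM final).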
SW480 rereplic: A quantitative high throughput screen for small molecules that induce DNA re-replication in SW480 colon adenocarcinoma cells | Potency, µM (doses to about 46.1 µM), without a hit: at the highest dose re-replication activation, usual class: activators | SW480 DNA re-replication, Hoechst DNA content imaging, 48 h | actives 1.8% (n = 340,000); further: potency means the concentration at half of the fitted maximal effect; % of control where 0% means no effect; nearly all actives have a fitted effect of over 55% in size
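Quantitative HTS format with DMSO vehicle controls; 48 hr drug incubation at 37 C, then 40 min Hoechst staining and scanning imager measurement at 405 nm excitation.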
HT1080NT lethal: qHTS for induction of synthetic lethality in tumor cells producing 2HG: qHTS for the HT-1080-NT fibrosarcoma cell line; HT-1080-NT fibrosarcoma viability, CellTiter-Glo ATP luminescence, 48 h; Potency, µM (titrated, usually from 46.1 µM), inactives show at the highest dose activity, negative = less viability, actives largely listed as cytotoxic; actives 1.6% (n = 360,000);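 further: NT is the 2HG producing partner of a matched IDH1 knockdown line; potency means the concentration at half of the fitted maximal effect; 0% = DMSO-treated cells and -100% = media-only wells without cells; nearly all actives have a fitted effect of over 55% in size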
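Fibrosarcoma NT cells, 750 per well in 5% FBS RPMI, were exposed to compound for 48 hours. Viability: CellTiter-Glo luminescence.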
KB-V1 MDR tox: qHTS assay for MDR1-selective chemotherapeutics: Primary screen using the drug-selected MDR subline cells KB-V1; Potency, µM (doses to about 46.1 µM), for the others: at the highest dose activity change, negative = cytotoxicity, hits mostly cytotoxic; KB-V1 MDR cells viability, CellTiter-Glo, 72 h; actives 3.4% (n = 400,000); AID 1347076, 2019; further: potency means the concentration at half of the fitted maximal effect; on the % scale 0 is the no-effect control and ±100 the full control effect; nearly all actives have a fitted effect of over 60% in size
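Potencies derive from concentration-effect curves fitted to normalized luminescence (CellTiter-Glo) of KB-V1 cells treated for 72 h at 37 degrees C in phenol-red-free DMEM containing 10% FBS.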
MCF10A rerep: A quantitative high throughput screen for small molecules that induce DNA re-replication in MCF 10a normal breast cells; Potency, µM (series often up to 46.1 µM), for the others: top-dose activity, positive = re-replication, most hits filed as activators; actives 2.9% (n = 350,000); MCF 10A DNA re-replication, Hoechst nuclear intensity, 48 h; further: potency means the concentration at half of the fitted maximal effect; % of control where 0% means no effect; nearly all actives have a fitted effect of over 50% in size
KB-3-1 tox: qHTS assay for MDR1-selective chemotherapeutics: Primary screen using the parental adenocarcinoma cell KB-3-1; KB-3-1 viability, CellTiter-Glo ATP luminescence, 72 h; actives 1.4% (n = 400,000); Potency, µM (highest dose often 46.1 µM), for the others: at the top dose activity change, negative = cytotoxic, actives largely listed as cytotoxic; further: potency means the concentration at half of the fitted maximal effect; on the % scale 0 is the no-effect control and ±100 the full control effect; nearly all actives have a fitted effect of over 60% in size
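Cytotoxicity in the drug-sensitive parental line KB-3-1 was scored as loss of CellTiter-Glo luminescence following 72 h incubation with compound. Values come from curve fitting of normalized concentration-response data.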
IL1B secr inh: qHTS for Inhibitors of Inflammasome Signaling: IL-1-beta AlphaLISA Primary Screen | THP-1 LPS/ATP IL-1B secretion, AlphaLISA, 16 h; stronger effect = lower value | AID 743279, 2014 | actives 4.7% (n = 360,000) | activity change, % at 57.5 µM; in the data active means activity change below about -50%; inconclusive means mostly about -30% to -49%; further: on the % scale 0 is the no-effect control and ±100 the full control effect
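THP-1 cells pretreated 1 hr with compounds (up to 57.5 uM final), then stimulated with LPS (250 ng/mL final) plus ATP (1.25 mM final); secreted IL-1B measured by AlphaLISA after 16 hr, decreased signal indicating inhibition.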
HT1080 IDH1KD tx: qHTS for induction of synthetic lethality in tumor cells producing 2HG: qHTS for the HT-1080-IDH1KD cell line; HT-1080 IDH1 knockdown viability, ATP luminescence, 48 h; Potency, µM (highest dose often 46.1 µM), without a hit: at the highest dose activity, negative = toxicity, hits mostly cytotoxic; actives 2% (n = 360,000); AID 686971, 2013;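 further: potency means the concentration at half of the fitted maximal effect; 0% = DMSO wells and -100% = cell-free medium wells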
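Assay cells: HT-1080 with IDH1 knockdown, 750 per well, RPMI/5% FBS. Exposure: 48 h at 37 °C following 2 h pre-incubation. Read: CellTiter-Glo luminescence; fitted concentration-response, curve class assigned.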
Numbers without * were called inactive; i = inactive; ? = inconclusive; . = not tested or not shown; ! = not active in a repeat; [ ] = remark or other dose. Unless noted, the call rests on the fitted dose curve; in most records, active means well fitted curve in the direction sought with a large enough effect; inconclusive means small, poorly fitted or top-dose-only effect, or another doubt; inactive means no such curve, though single readings can be large; an effect the other way counts as inactive or inconclusive.

Sample of the layout, 3 compounds:
SMILES	S2 tox	ATXN2 expr inh	SW480 rereplic	HT1080NT lethal	KB-V1 MDR tox	MCF10A rerep	KB-3-1 tox	IL1B secr inh	HT1080 IDH1KD tx
O=C(NCCc1ccccc1)c1nnc(CS(=O)(=O)c2ccccc2)o1	i	-16%	3%	-8%	1%	9%	5%	-12	3%
N#C/C(=C\c1ccc(C#N)cc1)C(=O)c1ccccc1	i	.	0%	-1%	-19%	1%	13%	4	-8%
Cc1cccc(OCC(=O)O/N=C(\N)c2ccc(Br)cc2)c1	i	-4%	96%	8%	-3%	-22%	-3%	.	7%

Main list (from the top)
SMILES	S2 tox	ATXN2 expr inh	SW480 rereplic	HT1080NT lethal	KB-V1 MDR tox	MCF10A rerep	KB-3-1 tox	IL1B secr inh	HT1080 IDH1KD tx
O=C(NCCc1ccccc1)c1nnc(CS(=O)(=O)c2ccccc2)o1	i	-16%	3%	-8%	1%	9%	5%	-12	3%
N#C/C(=C\c1ccc(C#N)cc1)C(=O)c1ccccc1	i	.	0%	-1%	-19%	1%	13%	4	-8%
Cc1cccc(OCC(=O)O/N=C(\N)c2ccc(Br)cc2)c1	i	-4%	96%	8%	-3%	-22%	-3%	.	7%
CC(C)(C)c1cc(=O)n2[nH]c(N)nc2n1	i	2%	-20%	11%	24%	1%	21%	2	14%
COC(=O)CCCC1=CC2=CC(=O)C(C)(OC(=O)c3cccs3)C(=O)C2=CN1Cc1ccccc1 (stereo not given)	i	-3%	-4%	12%	-23%	7%	13%	2	2%
COc1ccc(N(C(=O)CNC(=O)c2ccco2)C(C(=O)NC2CCCC2)c2cccnc2)cc1 (stereo not given)	i	-2%	-9%	6%	-1%	1%	3%	4	17%
CC1CCCN(S(=O)(=O)c2ccc(NC(=O)CCN3C(=O)c4ccccc4C3=O)cc2)C1 (stereo not given)	i	-4%	0%	-1%	-9%	-4%	-9%	-19	0%
O=C(Nc1cccc(OC(=O)c2ccco2)c1)c1ccco1	i	17%	-2%	-3%	-11%	0%	-1%	11	0%
Cc1ccc(C)c(N2CCN(C(=O)Cn3c(-c4cccs4)cc4ccccc43)CC2)c1	i	2%	.	.	-22%	.	-4%	.	.
CCOCC(=O)Nc1nc(C)cc(C)n1	i	.	-8%	2%	7%	-1%	2%	-6	1%
OC(c1ccc(Cl)cc1)c1nnc(-c2ccccc2)o1 (stereo not given)	i	26%	-8%	-3%	-23%	?	1%	-10	-16%
COc1ccc(CCNC(=O)c2cc(-c3ccco3)nc3ccccc23)cc1	i	1%	-2%	4%	?	2%	-6%	-13	4%
COc1ccc(-c2nnc(N(C)C(=O)c3cccnc3)s2)cc1	i	5%	10%	-1%	-17%	-1%	2%	?	-3%
Cc1ccc2nc(NCCCN3CCOCC3)c(C=NCCCN3CCOCC3)c(=O)n2c1	i	4%	-4%	-6%	1%	0%	24%	-9	-3%
COc1ccc(CN(C)C(=O)c2ccccc2Sc2ccccc2C#N)c(OC)c1	i	-10%	81%	-6%	?	1%	-13%	?	-15%
Cc1ccc(S(=O)(=O)N(C)CC(=O)O/N=C(\N)c2ccccn2)cc1	i	8%	-2%[9.22 µM]	0%	-4%	-2%	1%	0	-1%
CCOC(=O)N1CCN(C(=O)c2ccc3c(=O)n(Cc4ccc(OC)cc4)c(=S)[nH]c3c2)CC1	i	-19%	3%	-11%	-10%	1%	?	-8	-8%
CCCC(=O)NCC(c1ccc2c(c1)OCO2)N1CCN(c2ccc(F)cc2)CC1 (stereo not given)	i	-15%	.	.	-5%	.	4%	.	.
CCC(=O)NC(Cc1ccccc1)c1nc2ccccc2[nH]1 (stereo not given)	?	-11%	-23%	5%	-10%	-6%	8%	-4	1%
C=C(C)CSc1nnc(-c2ccccc2)n1N	?	4%	3%	4%	5%	-1%	-9%	3	1%
Cc1cc(C)cc(NC(=O)[C@@H](NC(=O)c2ccco2)C(C)C)c1	i	1%	-20%	17%	8%	-1%	3%	8	14%
COc1ccc(/C=N/n2cnc3c(sc(=S)n3-c3ccccc3)c2=O)cc1	i	1%	24%	16%	0%	4%	2%	20	3%
CSc1ccc(CNC(=O)Cn2ccc3cc(S(=O)(=O)N4CCCC4)ccc32)cc1	i	-31%	.	.	-21%	.	0%	.	.
Cc1ccc(C2C(C#N)=C(N)Oc3cc4c(cc32)OCO4)cc1 (stereo not given)	i	1%	?	?	?	?	?	-18	?
COc1ccc(S[C@@H](CCN2CC[C@H](NC(=O)OCc3ccccc3)CCC2=O)c2ccccc2)cc1	?	-32%	?	?	?	?	13µM*!	-53*	?
CC(=O)c1ccc(OCC(=O)Nc2ccccc2N2CCCC2)cc1	i	-7%	7%	0%	-20%	5%	13%	15	-1%
c1ccc(C2=NNC(=NCc3ccc4c(c3)OCO4)SC2)cc1	i	35%	8%	0%	23µM*	16%	-12%	-6	2%
Nc1ncnc2c1ncn2[C@@H]1O[C@H](CNCc2ccccc2)[C@@H](O)[C@H]1O	i	-11%	-2%[9.22 µM]	8%	9%	-3%	-3%	6	5%
C[C@@H](C(=O)O)[C@H]1C[C@]1(C)[C@H](NC(=O)OCc1ccccc1)c1ccccc1	i	-12%	-3%	4%	11%	-14%	3%	35	2%
CCCCN(C)Cc1c(C)[nH]c2c(Cl)cccc2c1=O	i	-5%	-1%	14%	13%	23%	-6%	10	0%
O=C(Nc1ccccc1Cl)c1cc(=O)c2ccccc2o1	i	86%[activator]	-1%[9.22 µM]	3%	?	23%	11%	-12	-7%
CC1c2ccsc2CCN1C(=O)NC(=O)c1ccc(Cl)cc1 (stereo not given)	?	-27%	-10%	3%	?	-13%	-1%	.	-7%
O=C(O)c1ccc(NCc2nc3ccccc3n2Cc2ccccc2)cc1	i	0%	-12%	0%	3%	4%	7%	54	-2%
CCOc1ccccc1N1CCN(C(=O)c2ccc3c(c2)OCO3)CC1	i	3%	?	-13%	?	20%	?	2	-9%
COc1ccc(C(C(=O)NC2CCCC2)N(CCO)C(=O)Cn2nnc(-c3ccc(C)o3)n2)cc1OC (stereo not given)	i	3%	6%	-10%	-1%	-13%	20%	11	-4%
O=C(CSCc1c(Cl)cccc1Cl)NCC1CCCO1 (stereo not given)	i	-13%	-13%	-1%	0%	?	-6%	0	17%
O=C(Cc1ccsc1)N1CCc2c([nH]c3ccccc23)C1c1ccccn1 (stereo not given)	i	-18%	3%	-7%	-9%	-11%	6%	-15	-11%
COc1ccc(C)cc1NC(=O)c1ccc(=O)n(Cc2ccccc2)c1	i	-21%	.	.	-11%	.	-13%	.	.
CC(=O)Nc1ccc(NC(=O)CN(C)CCC#N)cc1	i	0%	-2%	?	-14%	0%	4%	3	0%
Cc1ccc(NC(=O)CN(C)C(=O)C(c2ccccc2)c2ccccc2)cc1	i	1%	5%	0%	.	?	.	0	-4%
c1ccc(-c2nc(N3CCCC3)nc3ccccc23)cc1	.	-35%	18µM*	0%	-20%	23µM*	11%	19	-23%
COc1cc(-c2c(NC(=O)c3ccco3)oc3c(C)cccc3c2=O)cc(OC)c1OC	i	-19%	?	-10%	-3%	31%	4%	8	-2%
CC1CC(C)CN(C(=O)c2ccc3ccccc3c2)C1 (stereo not given)	i	10%	-21%	8%	?	5%	-2%	-51*	13%
COc1ccc2nc(N/C(N)=N/C(=S)Nc3cccc(C)c3)nc(C)c2c1	i	-12%	15%	-7%	2%	26%	?	-56*	-9%
Cc1cccc(C)c1NC(=O)CN(C)C(=O)CSCc1c(C)noc1C	i	-7%	1%	2%	-10%	-3%	21%	-5	0%
COc1ccccc1NC(=O)COc1ccc(CO)cc1Cl	i	40%[activator]	-2%	-1%	-6%	-2%	-21%	-4	-6%
O=C(CCn1ccc([N+](=O)[O-])n1)NC1CCCCCC1	i	-3%	?	2%	?	1%	5%	23	9%
COc1ccccc1CN(CC(=O)NCc1ccco1)C(=O)CNS(=O)(=O)c1ccccc1	i	1%	?	1%	?	-6%	-4%	-5	13%
C=CCNC(=O)c1ccc(C2SCC(=O)N2Cc2ccco2)cc1 (stereo not given)	i	.	-3%	16%	-26%	-8%	-4%	-8	10%
COc1cccc(NC(=O)NCc2cccn2C)c1	i	27%	5%	4%	-3%	-4%	12%	15	2%
C[C@@H]1CN([C@H](C)CO)C(=O)CCCn2cc(nn2)CO[C@H]1CN(C)S(=O)(=O)c1ccc2ccccc2c1	i	3%	.	-1%	-5%	.	0%	23	-1%
O=S(=O)(Nc1nnc(-c2ccccc2)s1)c1ccc(Cl)cc1	i	1%	-5%	-27%	-26%	-6%	-13%	9	-22%
O=C(Nc1ccc(F)c(Cl)c1)C1CCCN1S(=O)(=O)c1ccc(F)cc1 (stereo not given)	?	-23%	.	.	-14%	.	-5%	.	.
O=C(O)c1cccc(N=C2NC(=O)C(CO)(CO)S2)c1	?	-1%	2%	17%	4%	-1%	8%	1	22%
CCCCc1nn2c(=O)cc(COC(=O)c3ccccc3NC(=O)c3ccccc3OC)nc2s1	i	-1%	.	.	-9%	.	-10%	.	.
Fc1ccc(NC2=NCCCCC2)cc1	i	-7%	-4%	10%	2%	-9%	-7%	7	5%
Cc1cc(SCc2ccc(Br)cc2)nc(=O)[nH]1	i	4%	-18%	0%	-3%	0%	0%	?	-11%
